Assay outcomes as filed in PubChem.
FXIIa inh = human FXIIa protease inhibitors, primary screen, biochemical, single well. AID 701, 2007. inhibition, % at 10 µM. hit rate 0.2% among 33,000. Coagulation factor XII (Homo sapiens), P00748. purified human FXIIa, AMC substrate fluorescence, 2 h; in the data active means inhibition above about 30%;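 further: 0% = enzyme with vehicle only and 100% = no enzyme blank; many of its hits are not listed in these tables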
Target sequence (P00748 20-372 limits assumed): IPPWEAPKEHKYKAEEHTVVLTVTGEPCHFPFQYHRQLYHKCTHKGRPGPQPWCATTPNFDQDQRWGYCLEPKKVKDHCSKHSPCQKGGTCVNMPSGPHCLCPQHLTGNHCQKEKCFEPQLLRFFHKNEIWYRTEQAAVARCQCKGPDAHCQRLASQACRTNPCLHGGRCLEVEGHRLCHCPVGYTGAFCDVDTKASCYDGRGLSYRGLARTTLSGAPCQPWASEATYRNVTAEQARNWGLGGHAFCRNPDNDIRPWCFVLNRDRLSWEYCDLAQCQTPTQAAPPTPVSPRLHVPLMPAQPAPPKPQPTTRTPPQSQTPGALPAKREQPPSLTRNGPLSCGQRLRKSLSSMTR
Target sequence (P00748 373-615 limits assumed): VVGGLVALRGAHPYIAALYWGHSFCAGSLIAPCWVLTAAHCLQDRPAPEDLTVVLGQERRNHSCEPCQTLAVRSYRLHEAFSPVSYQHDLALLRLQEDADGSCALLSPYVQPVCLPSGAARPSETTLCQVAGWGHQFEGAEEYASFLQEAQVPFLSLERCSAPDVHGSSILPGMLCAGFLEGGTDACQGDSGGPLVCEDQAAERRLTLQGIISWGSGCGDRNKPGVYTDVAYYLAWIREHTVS
FXIa inh = human FXIa protease inhibitors, primary screen, biochemical, single compound per well; Coagulation factor XI (Homo sapiens), P03951; purified human FXIa, fluorogenic AMC substrate cleavage; inhibition, % at 10 µM; hit rate 0.3% among 33,000; AID 687, 2007;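 active means inhibition above 40% in the primary screen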;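 further: 0% = enzyme without compound and 100% = blank wells lacking enzyme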
Starred values were filed as active, the others as inactive. These rows are one share of the data; the hit share may differ from the screen's.

The opening three compounds (preview)
SMILES | FXIIa inh | FXIa inh
O=C(CCl)N(c1ccccc1)c1c[nH]c2ccccc12 | -16 | 2
Cc1cc(SCC(=O)c2cc3ccccc3o2)nc2ccccc12 | -1 | -7
O=C1OC2CCC1(c1ccccc1)C2 (stereo not given) | 0 | 1

All compounds of this part, from the first entry:
SMILES | FXIIa inh | FXIa inh
O=C(CCl)N(c1ccccc1)c1c[nH]c2ccccc12 | -16 | 2
Cc1cc(SCC(=O)c2cc3ccccc3o2)nc2ccccc12 | -1 | -7
O=C1OC2CCC1(c1ccccc1)C2 (stereo not given) | 0 | 1
CCOC(=O)CCNC(C(=O)OCC)c1ccccc1 (stereo not given) | 3 | -5
CC1CCN(CCCNC(=O)c2ccc3c(=O)n(CCc4ccccc4)c(=O)[nH]c3c2)CC1 | 6 | -5
CCN(CC)Cc1nc2c(c(=O)[nH]1)C1(CCCC1)Cc1ccccc1-2 | 7 | 3
CCCc1nc2c(nnn2Cc2ccccc2F)c(=O)[nH]1 | -1 | -3
CCOc1ccc(N2C(=O)C(c3ccccc3)=C(c3nc4ccccc4s3)C2NC(C)=O)cc1 (stereo not given) | 5 | 7
Cc1nn(-c2ccccc2)c(C)c1C(=O)OCC(=O)N1c2ccccc2NC(=O)C1(C)C | 9 | 5
CC(C)(C)NC(=O)C1CCC(C)(C(=O)O)C1(C)C (stereo not given) | 11 | 1
CNC(=O)CN(c1cc(C)ccc1C)S(C)(=O)=O | -10 | 0
COc1ccc2nc(SCc3cccnc3)c(C#N)cc2c1 | 5 | 7
Cc1ccc(N(CC(=O)NCC2CCCO2)C(=O)CCC(=O)Nc2ccccn2)cc1C (stereo not given) | 6 | 2
CCc1ccc(NS(=O)(=O)c2ccc(OC)c(C)c2)cc1 | 5 | -5
O=[N+]([O-])/C=C/c1c(OCc2ccccc2)ccc2ccccc12 | 9 | 7
CC(C)(C)c1cc(CN2CCN(CCO)CC2)cc(C(C)(C)C)c1O | 4 | -3
O=C(NCCN1CCOCC1)c1ccc(CS(=O)(=O)Cc2ccccc2F)o1 | 8 | 1
CN(C)c1nc(C(N)=O)nc(N2CCOCC2)n1 | 3 | -6
c1ccc(CNc2nc3ccccc3n3cnnc23)cc1 | 7 | 0
CC(=O)N(C)/C=C1\Sc2ccccc2C1=O | 9 | -5
O=C(COC(=O)c1ccncc1)NC(=O)C1CCCCC1 | 5 | -9
O=C(Nc1sc2c(c1-c1nc3ccccc3[nH]1)CCCC2)C1CCCC1 | -15 | -10
CCOC(=O)COC(=O)c1ccc(Oc2cc(C)nc(SC)n2)cc1 | 6 | 3
CCOc1ccc(OCc2ccc(C(=O)Nc3cccnc3)o2)cc1 | 4 | -7
O=c1oc2ccc3ccccc3c2c2c1SC(C(F)(F)F)C2 (stereo not given) | -20 | -7
CCSc1nc2sc3c(c2c(=O)n1C1CCCCC1)CCN(C)C3 | 4 | -1
COC(=O)c1cccc(Cn2c(Cl)c(/C=N/NC(=O)c3ccccc3Cl)sc2=O)c1 | 4 | 2
CCOP(=O)(O)c1ccccc1OCCCCCOc1ccccc1P(=O)(O)OCC | -1 | 3
c1ccc2c(c1)c1ccccc1n2CN1CCOCC1 | 8 | 2
CCOC(=O)C(C)CC(C)C(=O)N1CCOCCOCCN(C(=O)C(C)CC(C)C(=O)OCC)CCOCC1 (stereo not given) | 6 | 0
Cn1c(SCC(=O)Nc2ccc(N3CCOCC3)c(Cl)c2)nnc1-c1ccccc1 | 6 | 3
CCCNC(=O)CC(NS(=O)(=O)c1ccc(Cl)cc1)c1ccco1 (stereo not given) | 10 | 3
CCCCc1ccc(S(=O)(=O)NCCc2ccncc2)cc1 | 4 | 0
COCCn1c(NCc2ccccc2)nc2c1c(=O)[nH]c(=O)n2C | 5 | 5
CCCc1cc(C(=O)Nc2ccc(F)cc2F)no1 | -11 | -12
O=C(CN1C2CCC1CC(NC(=O)NC1CCCCC1)C2)NC1CC1 (stereo not given) | 11 | -9
O=C(NCc1ccccc1)NC(=O)c1ccncc1 | -14 | 32
COc1ccc(N2CCN(C(=O)CCc3nc(-c4ccc(C)cc4)no3)CC2)cc1 | 4 | 9
O=C1Nc2ccccc2C12NCCc1c2[nH]c2ccccc12 (stereo not given) | 7 | 8
CCOC(=O)CCC(=O)N1CCOCCOCCN(C(=O)CCC(=O)OCC)CCOCC1 | 8 | 8
CC1=CC=CC2=NC(=O)CC(C)(C(=O)N(CC(=O)NC3CCCC3)c3ccccc3C)N12 (stereo not given) | 5 | -5
O=C(CC12CC3CC(CC(C3)C1)C2)Nc1ccc2c(c1)COC2=O | 4 | 2
O=C(O)Cn1c(SCCOc2ccccc2)nc2ccccc21 | 8 | -5
CC(C)CCn1cnc2c(NCc3ccccc3)ncnc21 | 12 | 7
C/C(=N/NC(=O)c1cccc(C)c1)c1c(O)cc(C)oc1=O | 12 | -6
CCC(C(=O)NC1CCCC1)N(C(=O)Cn1nnc(-c2ccc(C)cc2)n1)C1CCCC1 (stereo not given) | -14 | -1
CSc1ccccc1NC(=O)Nc1cccc(Cl)c1 | 2 | -5
CCS(=O)(=O)c1ccc2oc(SCC(=O)NC3CCCC(C)C3C)nc2c1 (stereo not given) | 2 | -7
NC(=S)N/N=C/c1cc([N+](=O)[O-])ccc1OCCOc1ccccc1 | 2 | -7
CC(C)C(NC(=O)CN(c1cccc(F)c1)S(C)(=O)=O)C(C)C | 5 | -2
Cc1sc2nc(SCC(=O)NCc3ccco3)n(Cc3ccccc3)c(=O)c2c1C | 3 | -2
CCCCn1c(SCC(=O)c2ccccc2)nc2c1c(=O)[nH]c(=O)n2C | 6 | -1
O=C(Nc1nc(-c2ccccc2)cs1)C1COc2ccccc2O1 (stereo not given) | 1 | -3
CCn1c(SCC(=O)N2CCCC2)nc2ccccc2c1=O | 5 | -1
Cc1csc(OCC(=O)Nc2ccc(C)c(C)c2)n1 | 8 | -2
O=[N+]([O-])c1ccc(/C=N/Nc2nc(N3CCCCCC3)nc(N3CCCCCC3)n2)o1 | 6 | 4
O=C1N(CC(=O)N2CCc3ccccc32)CCN1Cc1ccccc1Cl | 2 | 0
CCCSc1nc(O)c(C2OC(=O)c3c2ccc(OC)c3OC)c(=O)n1-c1ccccc1 (stereo not given) | 12 | 5
Cc1ccc(CSc2nc3c(c(=O)[nH]2)C(c2ccncc2)C2=C(CCCC2=O)N3)cc1 (stereo not given) | -14 | -4
COC(=O)c1sccc1NC(=S)N1CCC(C)CC1 | 5 | -6

Six of the compounds above, with tabs:
mol	FXIIa inh	FXIa inh
Cc1ccc(CSc2nc3c(c(=O)[nH]2)C(c2ccncc2)C2=C(CCCC2=O)N3)cc1 (stereo not given)	-14	-4
CCCSc1nc(O)c(C2OC(=O)c3c2ccc(OC)c3OC)c(=O)n1-c1ccccc1 (stereo not given)	12	5
O=C1N(CC(=O)N2CCc3ccccc32)CCN1Cc1ccccc1Cl	2	0
CCC(C(=O)NC1CCCC1)N(C(=O)Cn1nnc(-c2ccc(C)cc2)n1)C1CCCC1 (stereo not given)	-14	-1
O=C(Nc1nc(-c2ccccc2)cs1)C1COc2ccccc2O1 (stereo not given)	1	-3
CCCCn1c(SCC(=O)c2ccccc2)nc2c1c(=O)[nH]c(=O)n2C	6	-1

Next part
SMILES | FXIIa inh | FXIa inh
Cc1cc(C)c2oc(-c3cccc(NC(=O)c4ccc(F)cc4)c3)nc2c1 | 6 | 2
O=C(CSCCO)N1CCc2ccccc21 | 5 | -3
CCCc1cc(SCC(=O)Nc2c(C)n(C)n(-c3ccccc3)c2=O)n2c(nc3ccccc32)c1C#N | 8 | -3
CC(C)(C)c1csc(NC(=O)Cn2cnc3ccccc3c2=O)n1 | 7 | -3
CCCCS(=O)CC(O)COCC (stereo not given) | 7 | -2
Cc1cc(C)cc(OCC(=O)O/N=C(\N)c2ccccn2)c1 | 5 | 7
O=S(=O)(NN=C1CCCCCCC1)c1ccc(Br)cc1 | 4 | -8
COc1ccccc1NC(=O)CNC(=O)c1ccccc1C | 9 | 6
CC(c1ccccc1)n1c(-c2ccncc2)n[nH]c1=S (stereo not given) | 3 | -4
Cc1cccc(OCCCC(=O)O)c1C | 7 | 3
Cc1nnc(Sc2c(-c3ccccc3)c3ccc(Cl)cc3[nH]c2=O)s1 | 4 | -7
Cn1c(=O)oc2cc(S(=O)(=O)N3CCC(C(=O)N4CCc5ccccc5C4)CC3)ccc21 | 7 | 9
O=C(CN1CCN(S(=O)(=O)c2ccc(Cl)cc2)CC1)Nc1ccc2c(c1)OCO2 | 4 | 6
COc1ccc(-c2nc3ccccc3n2Cc2ccccc2)cc1 | 9 | -2
O=C(NC(=O)N1CCN(c2cccc(Cl)c2)CC1)c1ccccc1 | 6 | 0
N#C/C(=C\c1ccc(Cl)cc1Cl)c1n[nH]c(Cn2cncn2)n1 | 2 | 9
COc1ccc(S(=O)(=O)N2CCC(C(=O)Nc3ccc4c(c3)OCCO4)CC2)cc1OC | -6 | 4
CCOC(=O)CN(C(=O)Cn1nnc2ccccc21)C(C(=O)NCCOC)c1ccccc1C (stereo not given) | -16 | -5
C/C(=C\c1ccccc1)CN1CCC(C(=O)N2CCC(C)CC2)CC1 | 3 | -5
CCC(=O)N1CCc2cc(S(=O)(=O)NC(Cc3ccccc3)C(=O)Nc3nccs3)ccc21 (stereo not given) | -7 | 17
CCCCNC(=O)CSc1nc2ccccc2c(=O)n1CC1COc2ccccc2O1 (stereo not given) | -1 | 4
O=C(Nc1nnc(-c2ccccc2Cl)o1)c1cccnc1 | 9 | 2
N/N=c1\sc2ccccc2n1-c1ccccc1 | 4 | -4
C=CCn1c(N)c(C(=O)N2CCN(C)CC2)sc1=S | -11 | 35
CCCC(=O)Nc1nc2nc(-c3ccccc3)cc(=O)n2[nH]1 | 0 | -7
Cc1ccc(C(=O)N2CCN(C(=O)N3CCOCC3)CC2)cc1 | 2 | -3
CC(NS(=O)(=O)c1ccccc1)C(=O)NCc1ccco1 (stereo not given) | 10 | -12
O=[N+]([O-])c1ccc(Sc2cccc3cccnc23)c([N+](=O)[O-])c1 | 11 | 0
Cc1ccc(N2CC(C(=O)N3CCN(c4ccccc4)CC3)CC2=O)cc1 (stereo not given) | 10 | 0
CCC(c1nc2ccccc2c(=O)n1-c1cccnc1)N1C(=O)c2ccccc2C1=O (stereo not given) | 3 | -5
Cc1ccc2cc(C#N)c(N3CCCN(S(=O)(=O)c4ccc(F)cc4)CC3)nc2c1 | 4 | 0
CN(C(=O)CSc1nc(-c2ccccc2)cs1)C1CCS(=O)(=O)C1 (stereo not given) | 10 | 2
CCOC(=O)COc1ccc(S(=O)(=O)N2CCN(c3ccc(F)cc3)CC2)cc1 | -5 | -5
Cc1ccc(S(=O)(=O)N(C)CCCC(=O)n2nc(C)cc2C)cc1 | -14 | -2
C=CCNC(=S)NNC(=O)c1ccc(OCCCC)cc1 | -3 | -9
CN(C)c1nc(C(=O)OCCO)nc(N(C)C)n1 | 11 | -1
O=c1[nH]c(C2CCCN(S(=O)(=O)c3ccccc3)C2)nc2c1nnn2Cc1ccccc1 (stereo not given) | -7 | 0
Cc1csc(NC(=O)Cc2coc3cc(C)c(C(C)C)cc23)n1 | 5 | -9
Cc1ccc(S(=O)(=O)N2CCN(C(C)C(=O)N3CCCc4ccccc43)CC2)cc1 (stereo not given) | 6 | 7
COc1ccccc1-c1nnc2sc(-c3cnccn3)nn12 | -1 | -1
Cc1cccc(N2CCN(C(=O)Cc3cn(C)c4ccccc34)CC2)c1C | 0 | 0
O=C(Nc1ccc2c(c1)OCO2)N1CCN(C(=O)C2CCCO2)CC1 (stereo not given) | -1 | -4
Cn1c(-c2ccc(F)cc2)cnc1NCc1cccc(F)c1 | 4 | -6
COc1ccc(CNc2nc3nc(C)cc(C)n3n2)cc1 | -5 | -8
Cc1ccc(C)c(N2C(=O)CS/C2=N\NC(=O)c2ccccc2Cl)c1 | 9 | 2

A second format for 5 compounds above.
Compound	FXIIa inh	FXIa inh
CN(C(=O)CSc1nc(-c2ccccc2)cs1)C1CCS(=O)(=O)C1 (stereo not given)	10	2
CCOC(=O)COc1ccc(S(=O)(=O)N2CCN(c3ccc(F)cc3)CC2)cc1	-5	-5
Cc1ccc(S(=O)(=O)N(C)CCCC(=O)n2nc(C)cc2C)cc1	-14	-2
C=CCNC(=S)NNC(=O)c1ccc(OCCCC)cc1	-3	-9
CN(C)c1nc(C(=O)OCCO)nc(N(C)C)n1	11	-1

Continuation:
SMILES | FXIIa inh | FXIa inh
CCOC(=O)CSc1nc(C)cc(=O)[nH]1 | -7 | -1
O=C(NCc1ccco1)C1CCCN(S(=O)(=O)c2ccccc2)C1 (stereo not given) | 7 | -2
O=C(CSCc1ccccc1)N1CCN(c2cccc(C(F)(F)F)c2)CC1 | 2 | 12
CCN(CC)C(=O)c1c(NC(=O)c2ccccc2)sc(C)c1C | 7 | 1
CCOc1ccc(C(=S)N2CCOCC2)cc1OCC | 4 | 0
CC(Oc1cc(-c2ccccc2)cc2ccccc12)C(=O)N1CCOCC1 (stereo not given) | -1 | -5
CCc1nc2oc3cc(OC)ccc3c(=O)c2c(=O)n1Cc1ccccc1 | 3 | -7
Cc1ccc(C23CC4CC(CC(C(=O)N5CCOCC5)(C4)C2)C3)cc1 | 6 | -3
O=C(Nc1ccccc1N1CCCC1)c1ccc(Br)o1 | 5 | -4
Clc1cccc(CSc2nc3ccncc3[nH]2)c1 | 4 | 8
CC(=O)[C@H]1[C@H](C#N)C[C@H]2[C@@H]3CC=C4C[C@@H](O)CC[C@]4(C)[C@H]3CC[C@@]21C | 1 | 1
O=S(=O)(c1ccccc1C(F)(F)F)N1CCN(S(=O)(=O)c2ccccc2C(F)(F)F)CC1 | 5 | 10
CC(=O)Nc1ccc(S(=O)(=O)N2CCN(Cc3ccncc3)CC2)cc1 | 8 | 5
NS(=O)(=O)c1ccc(Nc2nc(-c3ccc4ccccc4c3)cs2)cc1 | 9 | -10
CC(C)Nc1nc(NC(C)C)nc(N(C#N)CCOc2ccc(Cl)cc2Cl)n1 | 5 | 7
